S2 tox: reduces viability in counter-screen for ATXN expression inhibitors. S2 cells (HEK-293 line with an ATXN2-luciferase reporter) viability, CellTiter-Fluor protease fluorescence, 24 h. Potency, µM (top dose mostly 56.7 µM), hits mostly cytotoxic. 0.49% of 400,000 active; further: potency means the concentration at half of the fitted maximal effect; nearly all actives have a fitted effect of over 40% in size
Akt phos inh: Akt phosphorylation inhibition; 0.32% of 360,000 active; activity change, % for hits at 50 µM; Neuro2A IGF-stimulated pAkt S473 HTRF, 20 min; stronger effect = lower value; AID 651550; in the data active means activity change below about -80%; inconclusive means mostly about -51% to -80%; further: on the % scale 0 is the no-effect control and ±100 the full control effect
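Neuro2A cells (4,500/well, DMEM with 0.5% FBS) were treated with compound at a single 50 µM final concentration, stimulated with 6 nM IGF for 20 min at 37 °C, and lysed. Phospho-Akt Ser473 was read by HTRF as 665/615 ratio ×10^4.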
A549 tox: A549 cytotoxicity, counter-screen for Nrf2 inhibitors; 0.16% of 390,000 active; A549 ARE-Fluc cells, CellTiter-Fluor viability, 18-24 h; Potency, µM (series often up to 46 µM), inactives show at the highest dose activity change, negative = cytotoxicity, most hits filed as inhibitors; further: potency means the concentration at half of the fitted maximal effect; on the % scale 0 is the no-effect control and ±100 the full control effect
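Cytotoxicity counterscreen: CellTiter-Fluor fluorescence was measured in A549 ARE_Fluc cells after 18-24 h of compound exposure in a concentration series. The subsequent BugLite luminescent read reports ARE-luciferase activity.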
MmCpn inh: inhibitors of Methanococcus maripaludis chaperonin (MmCpn). purified Mm-Cpn ATPase, ADP Transcreener TR-FRET. Potency, µM (series often up to 76.9 µM), inactives show top-dose activity, negative = inhibition, usual class: inhibitors. 0.031% of 330,000 active. AID 504842; further: potency means the concentration at half of the fitted maximal effect; on the % scale 0 is the no-effect control and ±100 the full control effect; nearly all actives have a fitted effect of over 80% in size
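Purified archaeal chaperonin (25 nM final) was preincubated with compound for 10 min at 37°C, then ATP (10 uM final) was added for 30 min at 37°C in Tris pH 7.4/KCl/MgCl2/DTT buffer. ADP was quantified by HTRF Transcreener TR-FRET.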
Nrf2 block: Nrf2 pathway inhibition; A549 ARE-Fluc reporter, luciferase luminescence, 18-24 h; Potency, µM (top dose mostly 46 µM), without a hit: at the highest dose activity change, negative = inhibition, usual class: inhibitors; 2.1% of 360,000 active; AID 504444; further: potency means the concentration at half of the fitted maximal effect; on the % scale 0 is the no-effect control and ±100 the full control effect; nearly all actives have a fitted effect of over 60% in size
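A549 ARE_Fluc cells (5000/well, 5% FBS OPTI-MEM) pre-incubated 2 h, then treated with compounds 18-24 h at 37C/5% CO2 in concentration-response. CellTiter-Fluor viability read first; BugLite luciferase luminescence after 15 min at room temperature gives Nrf2 activity.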
TGFb inhibitor: TGF-b pathway inhibition | HepG2 CAGA-GFP TGF-b/SMAD3 reporter, GFP fluorescence, 18 h; TGF-beta stimulated, 500 pg/mL final | Potency, µM (highest dose often 46.1 µM), without a hit: at the highest dose activity, negative = inhibition, hits mostly inhibitors | 1.2% of 410,000 active; further: potency means the concentration at half of the fitted maximal effect; on the % scale 0 is the no-effect control and ±100 the full control effect; nearly all actives have a fitted effect of over 65% in size
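Inhibition of TGF-beta-driven CAGA-GFP reporter expression in HEPG2 cells is measured by cellular GFP fluorescence after 18 h stimulation with 500 pg/mL recombinant TGF-beta in 1% FBS medium at 37 degrees C.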
Nrf2 ARE act: Nrf2 pathway activation. AREc32 ARE-luciferase reporter (MCF7-derived line), luminescence, 24 h. Potency, µM (series often up to 46.1 µM), for inactives: top-dose activation, usual class: activators. 0.31% of 410,000 active; further: potency means the concentration at half of the fitted maximal effect; % of control where 0% means no effect; nearly all actives have a fitted effect of over 65% in size
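AREc32 cells carrying an ARE-driven firefly luciferase, 1000 cells/well in OPTI-MEM with 5% FBS, dosed after overnight attachment and incubated 24 hr at 37 deg C. Steady-Glo luminescence read after 30 min at RT.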
CCT chaperon mod: modulators of cytosolic chaperonin (CCT/TRiC) activity. purified chaperonin ATPase assay, HTRF ADP detection, 30 min. activity change, % (test concentration not listed), hits read low. 0.3% of 360,000 active; in the data active means activity change below about -30%; further: on the % scale 0 is the no-effect control and ±100 the full control effect
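We incubate TRiC, 40 or 20 nM final, with library compounds at 76 uM and 10 uM ATP for 30 min at 37 °C. ADP formed is detected with Transcreener HTRF reagents after 30 min at room temperature.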
HepG2 tox: kills HepG2 cells in TGF-b inhibitor counter-screen; 0.76% of 410,000 active; HepG2 CAGA-GFP viability, ATP luminescence, 18 h; Potency, µM (highest dose often 46.1 µM), for inactives: at the top dose activity change, negative = cytotoxicity, most hits filed as cytotoxic; further: potency means the concentration at half of the fitted maximal effect; some results filed as inactive show a strong effect at the top dose
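HepG2 CAGA-GFP cells (1000/well, DMEM with 1% FBS) received compound, then TGF-beta at 500 pg/mL final, and were incubated 18 hours at 37 degrees C. Viability was read by CellTiter-Glo luminescence. Media-only wells were set as complete cell-killing and DMSO as no toxicity.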
* = called active by the depositor; i = inactive; u = inconclusive; x = not tested or not shown; & = joins results of further samples; [ ] = remark or other dose. Unless noted, the call rests on the fitted dose curve; in most records, active means well fitted curve in the direction sought with a large enough effect; inconclusive means small, poorly fitted or top-dose-only effect, or another doubt; inactive means no such curve, though single readings can be large; an effect the other way counts as inactive or inconclusive.

Compound	S2 tox	Akt phos inh	A549 tox	MmCpn inh	Nrf2 block	TGFb inhibitor	Nrf2 ARE act	CCT chaperon mod	HepG2 tox
COc1ccc(NC(=O)Nc2cccc(-c3noc(C)n3)c2)cc1	i	x	-9%	x	x	17%	-0.2%	x	-21%
Cc1cc(=O)[nH]c(N/N=C/c2c(C)nn(-c3ccccc3)c2Cl)n1	i	i	-11%	-1%	-24%	-17%	2.2%	0.9	-14%
Cc1cccc(S(=O)(=O)c2cn(Cc3ccc(F)cc3)c3cc(N4CCOCC4)c(F)cc3c2=O)c1	i	x	1%	x	x	-3%	-1.5%	x	1%
O=C(CN(c1ccccc1)S(=O)(=O)c1ccccc1[N+](=O)[O-])Nc1cccnc1	i	i	-4%	0%	9%	16%	0.2%	-0.3	4%
Cc1ccc(CNC(=O)c2ccccc2-n2cnnn2)cc1	i	i	4%	0%	4%	10%	-1.1%	0.7	17%
Nc1ncnc2nn(C3OC(CO)C(O)C3O)nc12 (configuration not stated)	u	i	x	x	x	u	-1.1%	-0.9	-45%
Cc1ccc(N(CC(=O)Nc2cc(Cl)ccc2Oc2ccccc2)S(C)(=O)=O)cc1C	i	i	u	1%	u	-23%	5.3%	-12	-7%
COc1ccc(S(=O)(=O)NCCSCc2ccco2)cc1OC	i	i	3%	0%	-21%	1%	0.1%	2.9	2%
C[C@@H]1CN([C@H](C)CO)C(=O)CCCn2nncc2CO[C@@H]1CN(C)S(=O)(=O)c1ccccc1F	i	i	x	x	x	14%	0.2%	-3.5	-45%
COc1ccc(C(=O)[C@@H]2CC[C@](C)(C(=O)O)C2(C)C)cc1	i	i	-3%	3%	3%	0%	2.9%	-1.7	-17%
CCOc1ccc(N(C(C)C(=O)N/N=C(\C)C(C)(C)C)S(C)(=O)=O)cc1 (configuration not stated)	u	i	-3%	-2%	7%	u	0.0%	-0.1	8%
COc1ccc(/C=N\NC(=O)C2COc3ccccc3O2)cc1O (configuration not stated)	i	i	10%	1%	3%	-14%	5.0%	-1.0	-36%
CC(=O)Nc1ccc(NC(=O)C(C)OC(=O)CN2C(=O)C3CCCCC3C2=O)cc1 (configuration not stated)	i	i	11%	3%	25%	2%	0.4%	2.7	2%
CN1CCN(C(=O)C2=C[C@H](C3CC3)C[C@H](OCc3ccc(CO)cc3)O2)CC1	i	i	2%	x	-2%	0%	-0.6%	2.6	12%
CC(NC(=O)CSc1nc2ccccc2n1C)c1ccccc1 (configuration not stated)	i	i	2%	1%	-2%	-1%	-0.4%	-0.8	1%
CC1Cc2ccccc2N1C(=O)CN(C)S(=O)(=O)c1cccc2cccnc12 (configuration not stated)	i	i	1%	1%	-6%	1%	-0.3%	-5.4	-4%
Cc1nc([N+](=O)[O-])cn1CC(=O)c1ccccc1	i	i	-4%	-2%	15%	1%	0.5%	-3.0	3%
O=C(NC(=S)Nc1ccc(Br)c(Cl)c1)C1CC1	i	i	-2%	2%	5%	1.6µM*	3.2%	0.7	-35%
C=Cc1ccc(Cn2nc(-c3ccc(C)c(S(=O)(=O)N(CC)CC)c3)ccc2=O)cc1	i	x	-5%	x	-4%	u	5.7%	x	0%
COc1ccc(/C(O)=C2/C(=O)C(=O)N(CCN(C)C)C2c2cccnc2)cc1C (configuration not stated)	i	i	5%	-3%	8%	-1%	-0.2%	-5.9	-10%
O=C(N=Nc1c(O)[nH]c2ccc(Cl)cc12)c1cc(-c2cccs2)nc2ccccc12	u	i	-17%	-6%	-23%	-4%	-1.1%	-1.5	-3%
OB(O)c1ccc(Br)cc1	x	x	-1%	x	28%	0%	x	x	-10%
COC(=O)N1CN(C(=O)OC)CN(C(=O)OC)C1	i	i	-4%	1%	5%	-17%	-0.3%	1.2	-23%
COc1ccc(S(=O)(=O)Nc2cccc(C)n2)c2ccccc12	i	i	-1%	0%	x	-14%	0.4%	-1.9	-2%
CC1(C)CC(=O)c2cc(OCC(=O)NCCN3CCCc4ccccc43)ccc2O1	i	i	17%	-1%	4%	-18%	-0.4%	1.8	-17%
O=C(c1cc(-c2ccc3c(c2)OCO3)on1)N1CCCCC1	i	i	1%	-2%	u	10%	-1.0%	0.8	30%
COc1ccc(S(=O)(=O)N(C)CC(=O)NC2CCCC2)cc1OC	u	i	0%	1%	-1%	u	0.4%	-3.0	-10%
CC(C)(C)C(=O)Nc1ccc(F)cc1[N+](=O)[O-]	i	i	0%	3%	-16%	-5%	0.0%	-1.0	-19%
O=C(CCc1ccccc1)N=C1SC2CS(=O)(=O)CC2N1c1ccccc1F (configuration not stated)	i	i	0%	2%	-1%	-16%	-0.6%	-1.1	-7%
O=C(c1ccco1)N1CCN(C(=O)C2CCCO2)CC1 (configuration not stated)	i	i	3%	0%	-13%	16%	-0.3%	-3.6	6%
CCOC(=O)C1CCCN(C(=O)Cn2nc(C)c3c(C)n(-c4ccccc4)nc3c2=O)C1 (configuration not stated)	i	i	-1%	1%	-23%	-2%	0.4%	2.7	-1%
COC(=O)c1c(NC(=O)Cc2coc3ccc(C)cc23)sc2c1CCC2	i	x	15%	x	-9%	-1%	-0.6%	x	-2%
O=C(N/N=C/c1c(O)ccc2ccccc12)C(=O)N1CCCC1	i	i	x	x	x	0%	-2.4%	-1.1	0%
COCCCn1cc(C(=O)c2cc(OC)ccc2OCC(=O)N2CCCCC2C)cc(C#N)c1=O (configuration not stated)	i	i	-8%	-6%	4%	u	3.5%	-5.5	-13%
COc1ccccc1CNC(=O)CCn1c(=O)sc2ccccc21	i	i	-5%	0%	-10%	-3%	-0.1%	-0.1	-6%
O=C1CC(c2ccc(OCCCCCOc3ccc(C4CC(=O)NC4=O)cc3)cc2)C(=O)N1 (configuration not stated)	i	i	-14%	2%[15.4 µM]	u	u	6.2%	-0.4	-9%
CC(C)Sc1nc(SCC(=O)NCc2ccco2)c2c3c(sc2n1)COC(C)(C)C3	i	i	-1%	-10%	9%	0%	8.0%	1.6	-49%
COc1cc(OC)c(C2CC(=O)Nc3ccc4ccccc4c32)cc1OC (configuration not stated)	u	x	10%	x	13%	u	5.5%	x	-21%
COc1c(C)cc(C(O)c2ncc(-c3ccc4ccccc4c3)[nH]2)cc1C (configuration not stated)	u	i	x	x	x	u	0.4%	0.8	-31%
CCCCCOC(=O)C1=C(C)NC(=O)NC1c1ccc([N+](=O)[O-])cc1 (configuration not stated)	i	i	-16%	0%	u	14%	-0.4%	-2.6	0%
Oc1ccc(NC(=S)Nc2ccccc2)cc1	i	i	16%&-1%	-3%&-1%	7%&4%	16%&-4%	12%&4.2%	0.4&1.2	-3%&1%
CC(=O)NC(Cc1cccc(F)c1)C(=O)NC1CCN(C(=O)Nc2ccccc2)CC1 (configuration not stated)	i	i	-1%	-3%	-15%	50%[activator]	0.1%	-0.5	39%
CN(C)CC(=O)Nc1ccc(Oc2ccc(Cl)cc2)cc1	i	i	1%	1%	-6%	2%	4.6%	-0.1	-19%
O=C(c1ccccc1-c1nc2ccccc2[nH]1)N1CCOCC1	i	i	-11%	0%	-10%	2%	0.1%	-3.9	2%
CCC(C)(C)NC(=O)C(c1sccc1C)N(Cc1ccco1)C(=O)c1csnn1 (configuration not stated)	u	i	-5%	-1%	1%	1%	-0.1%	-1.1	6%
O=C1NC2=C(C(=O)OC2)C(c2ccc(OC(F)(F)F)cc2)N1 (configuration not stated)	i	i	-3%	0%	-14%	12%	-0.9%	-1.7	22%
COc1ccccc1NC(=O)NCC(=O)Nc1ccc(F)c(F)c1	i	i	-5%	-1%	u	0%	-0.9%	0.5	13%
CCOC(=O)C1=CN(Cc2ccco2)S(=O)(=O)NC1c1ccc(C(F)(F)F)cc1 (configuration not stated)	u	i	-2%	3%	-9%	-9%	4.5%	-2.3	-25%
Cc1ccccc1-n1c(SCC(=O)NCC2CCCO2)nnc1-c1ccncc1 (configuration not stated)	i	i	1%	-1%	3%	-2%	0.2%	2.7	6%
Cc1nc(S/C(=C/c2ccc(-c3ccc(Cl)cc3)o2)C(=O)O)n[nH]1	i	x	-4%	-2%	19%	21%	5.0%	2.2	-8%
O=C(NC1CC1)C1=C[C@@H](c2ccc(Br)cc2)C[C@@H](OCc2ccc(CO)cc2)O1	i	i	2%	1%	-11%	-12%	3.3%	1.4	-16%
CCCCNC(=O)CCCCCn1c(=O)[nH]c2ccccc2c1=O	x	x	-2%	x	x	-22%	0.2%	x	4%
CCNC(=S)NNC(=O)Cn1c(=O)c2c(ncn2CCOC)n(Cc2ccccc2)c1=O	u	i	-1%	3%	-9%	-1%	0.1%	-0.3	8%
CCCCN1C(=O)C(O)(CC(=O)c2ccc(C)cc2C)c2cc(Br)ccc21 (configuration not stated)	x	x	u	x	26µM*	u	-1.4%	x	-105%

A few values from the list:
Result for `COc1ccccc1NC(=O)NCC(=O)Nc1ccc(F)c(F)c1` under CCT chaperon mod: 0.5
Result for `O=C1NC2=C(C(=O)OC2)C(c2ccc(OC(F)(F)F)cc2)N1` (configuration not stated) under TGFb inhibitor: 12%
Result for `CCCCN1C(=O)C(O)(CC(=O)c2ccc(C)cc2C)c2cc(Br)ccc21` (configuration not stated) under Nrf2 block: 26µM*
